# Screens: PubChem BioAssay, several laboratories
# HIF-2a block = inhibitors of HIF-2a; 786-0 RCC cells HIF-2a reporter, luciferase luminescence, overnight; inhibition, % at 18.8 µM; 360,000 tested, 0.72% active; AID 624352;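 active = inhibition of the luminescence signal of 40% or more relative to plate controls, in a single-dose primary screen at 18.75 µM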
# NR2E3 ag-1 = activates human NR2E3 receptor; AID 602229; inhibition of corepressor binding, % at 3.98 µM; Q9Y5X4; CHO-S Gal4-NCOR/VP16-NR2E3 two-hybrid, luciferase; 360,000 tested, 0.35% active;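 active = inhibition above the mean of all tested compounds plus 3 SD, cut at about 70% in these data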;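 also: 0% = DMSO with NR2E3 transfected cells and 100% = cells lacking NR2E3 construct; higher means lower luciferase signal from less NR2E3 corepressor binding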
# Target sequence (Q9Y5X4 whole entry, looked up, the tested form may be a part): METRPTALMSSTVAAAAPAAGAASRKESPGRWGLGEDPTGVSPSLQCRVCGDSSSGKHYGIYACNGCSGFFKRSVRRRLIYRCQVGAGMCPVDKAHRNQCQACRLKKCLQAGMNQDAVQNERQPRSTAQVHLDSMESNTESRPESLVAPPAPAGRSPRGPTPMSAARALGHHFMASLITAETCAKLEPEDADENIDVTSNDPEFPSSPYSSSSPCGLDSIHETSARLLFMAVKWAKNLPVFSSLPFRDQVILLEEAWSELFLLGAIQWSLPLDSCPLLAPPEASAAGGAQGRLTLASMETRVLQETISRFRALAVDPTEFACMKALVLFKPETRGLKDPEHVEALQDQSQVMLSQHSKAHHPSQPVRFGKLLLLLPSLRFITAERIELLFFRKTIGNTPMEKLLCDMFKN
# MITF TRPM1 inh = inhibitors of MITF-driven TRPM1 promoter in melanoma cells; SK-MEL-5 TRPM1 promoter luciferase, 24 h; inhibition, % at 12.5 µM; 330,000 tested, 0.83% active; AID 488899;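 active = mean inhibition across replicates of 60% or more, whatever share of single replicates reaches that level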; also: values of inactives mirror those of a sister screen read the other way
# Vif imaging = HIV Vif inhibition | HEK293T cells, Vif self-association by quenched fluorescence, imaging, 24 h | inhibition, % at 7.49 µM | 340,000 tested, 0.35% active; in the data active = inhibition above about 50%, passing the limit was not always enough; also: some results filed as inactive read as strong as hits
# PDI turbidity = PDI (human) enzyme inhibition | P07237 | PDI insulin aggregation turbidity, A650, 90 min | inhibition, % at 10 µM | 350,000 tested, 0.052% active | AID 588391;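 active = mean inhibition across replicates of 30% or more, whatever share of single replicates reach that level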;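 also: absorbance from insulin aggregation driven by PDI reduction with DTT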
# Target sequence (P07237 whole entry, looked up): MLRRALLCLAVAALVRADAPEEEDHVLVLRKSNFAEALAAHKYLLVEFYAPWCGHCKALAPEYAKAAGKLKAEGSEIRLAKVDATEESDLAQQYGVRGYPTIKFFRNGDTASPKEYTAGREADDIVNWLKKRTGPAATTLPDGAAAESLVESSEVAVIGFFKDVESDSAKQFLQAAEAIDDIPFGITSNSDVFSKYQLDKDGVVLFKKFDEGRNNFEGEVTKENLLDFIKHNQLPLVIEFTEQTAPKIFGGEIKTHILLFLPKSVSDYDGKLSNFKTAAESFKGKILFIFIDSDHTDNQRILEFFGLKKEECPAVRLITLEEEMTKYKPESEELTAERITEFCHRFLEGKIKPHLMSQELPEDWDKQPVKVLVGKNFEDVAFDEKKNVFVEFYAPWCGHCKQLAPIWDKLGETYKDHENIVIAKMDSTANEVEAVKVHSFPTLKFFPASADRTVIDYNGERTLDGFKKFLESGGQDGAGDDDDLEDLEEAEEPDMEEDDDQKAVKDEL
# CaV13 ICDI inh = Primary screen for inhibitors of IQ motif and Ca2+-dependent inactivation inhibitor domain binding in CACNA1D, Förster resonance energy transfer in living cells, …; HEK cells, CFP/YFP FRET ICDI-IQ, plate reader, 10 min; percent FRET-ratio fall versus neutral wells; inhibition, % at 12.3 µM; 340,000 tested, 0.098% active; AID 743397;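 active = mean replicate inhibition of at least 30% and at least 1% of replicates passing that level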;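 also: 0% = median of the neutral control wells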
# Peg3 promoter = inhibitors of Peg3 promoter; inhibition, % at 20 µM; HeLa PEG-Prom luciferase reporter, luminescence, overnight; AID 588405; 360,000 tested, 1.7% active;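 active = inhibition of at least 50% at 20 µM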
# NR2E3 ag-2 = activates human photoreceptor nuclear receptor NR2E3; Q9Y5X4; GST-NR2E3/biotin-RetCOR TR-FRET, 1536-well; inhibition of corepressor binding, % at 4.78 µM; 320,000 tested, 0.12% active; AID 2300;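 active = percent inhibition above the cutoff of mean plus 3 SD of all tested compounds, set per screening campaign, cut at about 20% in these data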;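 also: 0% = DMSO wells and 100% = biotin wells as full block of FRET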
#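 Material – GST-tagged NR2E3 plus biotinylated RetCOR corepressor · Quantity – NR2E3 fusion 1.35 nM · Times – 5 h incubation at 4 °C · Medium – pH 7.5 Tris-based buffer · Technique – TR-FRET, Eu(K)-anti-GST donor, streptavidin-D2 acceptor, ex 340, em 617/671 nm · Benchmarks – high control biotin, low control 0.6% DMSO · Format – 1536-well plates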
# Granule exo inh = lytic granule exocytosis inhibition | TALL-104 LAMP-1 surface exposure, flow cytometry; cells stimulated with thapsigargin and PMA | inhibition, % at 10 µM | 360,000 tested, 0.66% active;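 active = inhibition above about 55%, limit read from the data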
# aDG glyco act = increases alpha dystroglycan glycosylation. activation, % at 10 µM. AID 624168. Pro5-aDG cells, alpha-DG glycosylation AlphaScreen (IIH6); 0% Pro5, 100% B10-LARGE cell signal. 360,000 tested, 0.22% active;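 active = activation of at least 8% versus controls, or a plate z-score of at least 8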;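 also: Pro5 are CHO cells carrying HIG-tagged alpha-DG that lacks glycosylation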
# hiPSC survival = enhancers of human iPSC single-cell survival | 360,000 tested, 0.044% active | survival enhancement, % at 20 µM | hiPSC single-cell survival, ATPlite luminescence; 100% = ROCK inhibitor wells, 0% = DMSO; in the data active = survival enhancement above about 18%;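 also: cells exposed to compounds for 16 hours before the ATP read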
# * hit, by the source's call; . = no result given.
# Values in the order: HIF-2a block	NR2E3 ag-1	MITF TRPM1 inh	Vif imaging	PDI turbidity	CaV13 ICDI inh	Peg3 promoter	NR2E3 ag-2	Granule exo inh	aDG glyco act	hiPSC survival
CC(=O)c1ccc(NC(=S)Nc2cccc(Cl)c2C)cc1
→ -44	5	-9	13	-1	2	0	1	-3	-0.2	-0.4
Cc1noc(NS(=O)(=O)c2ccc(NC(=O)c3cc(S(=O)(=O)N(C)c4ccccc4)ccc3Cl)cc2)c1C
→ 4	17	3	-1	-2	-2	14	.	3	-0.2	1.3
Nc1nc(=O)n(C2CC(O)C(CO)O2)cc1F (configuration not stated)
→ 4	-7	-2	-5	3	-5	28	.	6	0.1	2.5
O=C(COC(=O)c1n[nH]c2ccccc12)NC1CCCCC1
→ -43	-30	-11	-5	1	-6	-29	.	0	0.1	1.1
CCOc1ccc(-c2c(=O)n(OCc3ccc([N+](=O)[O-])cc3)c3ccccc3[n+]2[O-])c(OCC)c1
→ 9	-5	-2	.	1	-2	13	1	-1	-0.1	-0.6
CCOC(=O)N1CCN(C(=O)COC(=O)c2ccc(N(C)C)cc2)CC1
→ 6	0	5	1	-31	-6	0	.	0	0.3	0.2
COc1ccc(/C=C2/SC(=S)N(CCC(=O)O)C2=O)cc1
→ 85*	15	61*	-3	-3	-6	19	1	0	0.1	7.2
Cc1oc(-c2ccccc2)nc1CC(=O)O
→ 18	-6	-5	29	3	-4	16	0	1	-0.3	-2.2
Cc1ccc(N(CC(=O)NCc2ccco2)C(=O)CCC(=O)Nc2ccccn2)c(C)c1
→ 19	-11	6	3	3	-3	18	-3	12	0.1	0.7
O=C(Nc1nnc(S(=O)(=O)N2CCCCCC2)s1)c1ccc(Br)cc1
→ 5	5	13	.	-6	-6	21	8	-2	-0.2	-0.5
COc1ccc(C)c2sc(NC(=O)CCS(=O)(=O)c3ccccc3)nc12
→ -51	1	8	-3	-1	-2	78*	0	-7	0.3	0.7
CCOc1ccc(NC(=O)CCn2cccc2)cc1
→ -30	-20	-4	7	-2	-6	-17	4	1	-0.2	1.0
CCCCCCn1cc(CN2CC(N3CCN(C)CC3)CS2(=O)=O)nn1 (configuration not stated)
→ 25	1	.	.	.	-7	.	.	-3	0.1	0.3
COc1ccc(S(=O)(=O)N2CCN(C(=O)c3sccc3-c3ccccc3)CC2)cc1
→ -4	12	6	-10	1	-6	4	4	-8	0.6	-0.3
CC(C)Oc1cc(F)ccc1-c1cc(C(=O)NC2CCCCC2)[nH]n1
→ -4	-44	.	4	1	-11	8	.	2	0.0	-2.1
Cc1ccc(S(=O)(=O)N2CCOCC2)cc1C(=O)OCC(=O)NC1CCCC(C)C1C (configuration not stated)
→ 2	-6	14	-6	-1	-7	26	2	3	0.6	-0.4
O=C1CC(C(=O)N2CCN(c3ccccc3)CC2)CN1Cc1ccccc1 (configuration not stated)
→ -2	10	-4	-3	0	-5	7	.	4	-0.4	-0.7
CC1(C(=O)NS(=O)(=O)Cc2cccc(Cl)c2)CCN1C(=O)C1(c2ccc(Cl)cc2)CCC1 (configuration not stated)
→ 10	31	.	-3	-2	-11	16	.	8	-0.3	-1.1
O=C(CCn1ccc2cc(S(=O)(=O)N3CCCC3)ccc21)NCc1ccccc1
→ 7	-6	0	2	7	-7	11	2	0	-0.3	1.5
COc1ccc(NC(=O)c2ccccc2[N+](=O)[O-])cc1OC
→ 15	8	6	-6	-2	-2	7	1	1	0.4	8.5
COc1ccc(OCCCC(=O)Nc2cccc(S(=O)(=O)N3CCCCCC3)c2)cc1
→ 17	12	12	-21	10	-6	12	5	2	-0.2	0.2
Cc1c(C)c2c(OCC(=O)NCC(C)C)cc3c(c2oc1=O)CCC(C)(C)O3
→ 1	0	.	-14	5	-6	31	.	5	0.0	0.0
COC(=O)C1=C(C)C(c2ccc(OC)cc2)NC(=O)N1 (configuration not stated)
→ 0	-32	18	1	2	-5	-5	2	-3	0.1	-0.3
Cc1ccc(-c2csc(NCCn3c(-c4ccncc4)nc4cc(C(F)(F)F)ccc43)n2)cc1
→ -8	15	9	4	14	-10	24	.	6	-0.2	2.6
O=C(CCS(=O)(=O)c1cccc2nsnc12)N1CCN(c2ccccc2F)CC1
→ -9	-7	2	-1	-9	-5	4	1	0	0.2	-2.5
COc1ccccc1N1CCN(S(=O)(=O)c2ccc(-c3cnc(C4CC4)o3)cc2)CC1
→ 2	6	2	0	3	-16	25	4	-3	-0.2	-0.6
O=C(NCc1nnc(SCC(=O)N2CCN(c3ccccc3)CC2)o1)c1c(F)cccc1F
→ 9	-25	-3	-6	-9	-10	16	4	1	0.2	-0.1
C/C(=N/NC(=O)CNC(=O)COc1cccc(C)c1)c1ccco1
→ 10	5	2	-17	-2	-12	12	3	-4	0.2	0.5
O=[N+]([O-])c1ccc(CSC2=NCCN2)cc1
→ 3	-18	8	4	5	-21	-21	3	1	-0.1	3.9
COC(=O)C1CCN(C(=O)c2ccc(OC3CCN(Cc4ccccn4)CC3)cc2)CC1
→ 9	10	14	-5	7	-1	0	0	-4	-0.1	1.7

# Continued; the last six above are carried over.
SMILES	HIF-2a block	NR2E3 ag-1	MITF TRPM1 inh	Vif imaging	PDI turbidity	CaV13 ICDI inh	Peg3 promoter	NR2E3 ag-2	Granule exo inh	aDG glyco act	hiPSC survival
O=C(CCS(=O)(=O)c1cccc2nsnc12)N1CCN(c2ccccc2F)CC1	-9	-7	2	-1	-9	-5	4	1	0	0.2	-2.5
COc1ccccc1N1CCN(S(=O)(=O)c2ccc(-c3cnc(C4CC4)o3)cc2)CC1	2	6	2	0	3	-16	25	4	-3	-0.2	-0.6
O=C(NCc1nnc(SCC(=O)N2CCN(c3ccccc3)CC2)o1)c1c(F)cccc1F	9	-25	-3	-6	-9	-10	16	4	1	0.2	-0.1
C/C(=N/NC(=O)CNC(=O)COc1cccc(C)c1)c1ccco1	10	5	2	-17	-2	-12	12	3	-4	0.2	0.5
O=[N+]([O-])c1ccc(CSC2=NCCN2)cc1	3	-18	8	4	5	-21	-21	3	1	-0.1	3.9
COC(=O)C1CCN(C(=O)c2ccc(OC3CCN(Cc4ccccn4)CC3)cc2)CC1	9	10	14	-5	7	-1	0	0	-4	-0.1	1.7
N#C/C(=C\c1ccc(O)c(O)c1)C(=O)NCCc1ccccc1	-52	12	-40	16	-3	-5	-95	1	20	-0.2	1.7
C/C(=N\NC(=O)Cn1nc(C)c([N+](=O)[O-])c1C)c1ccc(O)cc1	15	16	-1	-3	-2	-6	1	0	6	-0.4	-0.4
COC(=O)CCNC(=O)CCc1ccc(S(=O)(=O)N2CCCCCC2)cc1	5	-24	-1	14	10	-6	11	1	-7	-0.1	3.0
Cc1ccc(Nc2nc(-c3c(C)nc4ccccn34)cs2)cc1	-97	42	28	-9	0	-5	-12	3	31	1.4	-2.8
CC(O)(c1cccc(F)c1)c1nc(-c2cc3ccccc3o2)cs1 (configuration not stated)	-104	34	.	-13	4	-10	-130	.	9	0.2	3.6
C#CCNC(=O)C[C@@H]1C[C@@]2(C(=O)OCC)CCCC=C2N(Cc2ccc(Cl)cc2Cl)C1=O	12	-13	.	.	.	-2	.	.	-3	0.1	-0.7
CCn1c2ccccc2c2nnc(SCC(=O)NC3CCS(=O)(=O)C3)nc21 (configuration not stated)	-5	4	9	-2	4	-13	-3	-3	23	-0.1	-0.1
Cc1ccc(C(C)C)c(OCC(=O)N/N=C/c2ccc(S(=O)(=O)O)o2)c1	17	-17	11	1	13	-2	6	-2	6	-0.1	0.1
COC(=O)c1ccc(C)c(NC(=O)c2nn(C)c(=O)c3ccccc23)c1	15	16	-4	2	-10	-8	42	3	1	-0.1	-2.1
COc1cc(OC)cc(C(=O)O/N=C(\N)c2ccccn2)c1	-234	-145	.	-1	4	-14	-194	3	-7	0.2	-0.4
N#Cc1ccsc1NC(=O)c1cnccn1	-5	-7	9	0	4	-4	-5	2	4	0.6	-1.4
COc1ccccc1C(=O)NCCCNc1nc2cc(C)cc(C)c2cc1C#N	2	8	.	-3	19	-11	24	.	-2	0.1	-0.3
CC(=O)Nc1ccc(NC(=O)C/C(C)=N/NC(=O)C(=O)N2CCCC2)cc1	7	-9	-3	6	-11	-5	5	-2	0	0.1	6.1
CC(=O)c1ccc(N2CCN(C(=O)COc3ccc4ccccc4c3)CC2)cc1	4	-48	.	.	-2	-12	-1	.	-22	-0.2	-1.2
CCOC(=O)c1ccc(NC(=O)C2CCCN(c3cnccn3)C2)cc1 (configuration not stated)	-99	-35	-53	-3	-10	-6	-79	-2	-2	0.0	-0.3

SMILES	HIF-2a block	NR2E3 ag-1	MITF TRPM1 inh	Vif imaging	PDI turbidity	CaV13 ICDI inh	Peg3 promoter	NR2E3 ag-2	Granule exo inh	aDG glyco act	hiPSC survival
O=C1CC[C@@H](CN(Cc2ccccn2)Cc2nc(-c3ccc(C(F)(F)F)cc3)no2)N1	4	-33	4	-4	-2	4	-3	0	3	0.0	0.0
COc1ccccc1NC(=O)COC(=O)c1cc([N+](=O)[O-])ccc1N1CCCC1	16	-22	-2	20	3	-3	18	3	9	0.0	-0.4
Cc1ccccc1Oc1ccc2c(c1)[C@@H]1C[C@H]3[C@@H](C(=O)N1CC2)[C@H](C)ON3C	-18	-33	2	.	28	-5	9	.	17	0.4	1.6
O=C(Nc1nc(-c2ccc(Cl)cc2)cs1)c1cccnc1	-35	0	-17	.	-11	-6	-12	0	2	-0.1	-0.4
O=C(NCc1cccnc1)c1ccccc1NS(=O)(=O)c1ccc(F)cc1F	8	2	-17	-4	-5	3	28	4	-4	0.0	-0.1
COC(=O)[C@@]1(Cc2ccc(F)cc2)[C@H]2c3cc(C(=O)N(C)C)n(CCCNc4ncc(C(F)(F)F)cc4Cl)c3C[C@H]2CN1C(=O)c1ccccc1	-7	14	.	.	.	-8	.	.	6	0.5	-0.9
Fc1ccccc1CNC(=S)NCc1ccc(Cl)cc1	4	-16	10	.	-2	-12	2	3	-2	-0.1	-0.1
Oc1cccc2cc(-c3ccncc3)cnc12	-128	-88	.	11	-15	-5	-98	.	1	0.1	0.6
